# CDK5 inh – inhibitors of human CDK5/p35 kinase, primary screen, biochemical, single concentration. Cyclin-dependent kinase 5 (Homo sapiens) + Cyclin-dependent kinase 5 activator 1 (Homo …. Recombinant CDK5/p35, ADP-Glo luminescence, 60 min. inhibition, % at 10 µM. hit rate 0.01% among 330,000;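 active = highest replicate inhibition of at least 50% and at least 75% of replicates reaching 50%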;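 note: plate controls were DMSO neutral control for no effect and GW8510 at 10 µM for full effect; many of its hits are not listed in these tables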
# SUMO Mot1 rescue – yeast Mot1-301 growth rescue at high temperature, primary screen, SUMOylation pathway inhibitor project, S. cerevisiae, ATP luminescence, 38.5C; S. cerevisiae Mot1-301 growth rescue; percent above DMSO median, 100 means doubled; growth rescue, % at 18.8 µM; hit rate 1% among 320,000; AID 2716, 2010;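 active = every valid replicate shows activation above 250% relative to neutral control wells; inactive = the rest, any valid replicate at or below 250%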;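 note: OY570 slx delta 5 strain wells were the positive control but not used for scaling; some compounds called inactive have numbers as strong as hits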
# dFosB activator – activators of delta FosB homodimer, primary screen, biochemical, fluorescence polarization, TAMRA-CDK5 oligo, single point; Protein FosB (Mus musculus), P13346; purified delta FosB; percent of positive-control signal above neutral wells; activation, % at 25 µM; hit rate 0.99% among 340,000;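 active = mean activation above about 17%, with every replicate also reaching it, limit read from the data, passing the limit was not always enough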;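 note: fluorescence polarization rise as delta FosB binds a TAMRA Cdk5 AP-1 oligo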
# SR-BI uptake up – activators of SR-BI mediated DiI-HDL uptake, primary screen, ldlA[mSR-BI] CHO cells, DiI fluorescence; activation, % at 12.5 µM; 3 h; 100 = double the neutral-control signal; hit rate 0.096% among 320,000;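 active = mean replicate activation of at least 60% and every replicate at or above 60%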;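 note: 0% = median plate neutral-control signal and 100% = twice that signal; values of inactives mirror those of a sister screen read the other way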
#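 Test system: SR-BI-overexpressing, LDLR-lacking CHO cells. Measured by: DiI fluorescence, bottom read. Medium: Ham's F12 with 0.5% BSA, HEPES 25 mM, pH 7.4. Timing: 3 h uptake period with compound, 37 °C.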
# Pemphigus Ab inh – inhibitors of pemphigus antibody binding to DSG3, primary screen, biochemical, bead-based, flow cytometry, scFv-GFP | binding (percent of control), % at 10 µM | AID 588358, 2011 | Desmoglein-3 (Homo sapiens), P32926 | hit rate 0.48% among 310,000 | DSG3-coupled beads, scFv-anti-DSG3-GFP binding; stronger effect = lower value;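 active = binding more than 3 SD below its plate's average and above zero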; note: some compounds called inactive have numbers as strong as hits
# Arr AP2 block – inhibitors of beta-arrestin/AP2 binding, primary screen, biochemical, GPCR trafficking, flow cytometry. FITC-arrestin peptide / GST-AP2 beads; AP2 beta2 appendage carries R879A mutation. beta-arrestin 1 C-terminal peptide binding to AP2 beta2-adaptin appendage (human). inhibition, % at 10 µM. hit rate 0.31% among 340,000;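 active = inhibition above a set limit, near 3 SD of compounds lacking own fluorescence, cut at about 54% in these data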;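 note: plate controls were DMSO wells for no effect and 5 µM unlabelled arrestin peptide for full effect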
#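 test system = AP2 appendage R879A on GSH beads | buffer or medium = PBS plus Tween 20 (0.05%) and BSA (0.1%) | incubation = 12 min plus 1 h, RT | detection = bead flow cytometry, FITC channel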
# SR-BI HDL uptake – inhibitors of SR-BI mediated HDL lipid uptake, primary screen, ldlA[mSR-BI] cells, fluorescence, single point; Scavenger receptor class B member 1 (Mus musculus), Q61009; ldlA[mSR-BI] CHO cells, DiI-HDL uptake fluorescence, 3 h; inhibition, % at 12.5 µM; hit rate 0.96% among 320,000; AID 488896, 2010;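 active = mean replicate inhibition of at least 70% and a set share of replicates each scoring 70 or more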;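 note: 0% = median of neutral control wells and 100% = median of positive control wells; values of inactives mirror those of a sister screen read the other way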
# Target sequence (Q61009 whole entry, looked up): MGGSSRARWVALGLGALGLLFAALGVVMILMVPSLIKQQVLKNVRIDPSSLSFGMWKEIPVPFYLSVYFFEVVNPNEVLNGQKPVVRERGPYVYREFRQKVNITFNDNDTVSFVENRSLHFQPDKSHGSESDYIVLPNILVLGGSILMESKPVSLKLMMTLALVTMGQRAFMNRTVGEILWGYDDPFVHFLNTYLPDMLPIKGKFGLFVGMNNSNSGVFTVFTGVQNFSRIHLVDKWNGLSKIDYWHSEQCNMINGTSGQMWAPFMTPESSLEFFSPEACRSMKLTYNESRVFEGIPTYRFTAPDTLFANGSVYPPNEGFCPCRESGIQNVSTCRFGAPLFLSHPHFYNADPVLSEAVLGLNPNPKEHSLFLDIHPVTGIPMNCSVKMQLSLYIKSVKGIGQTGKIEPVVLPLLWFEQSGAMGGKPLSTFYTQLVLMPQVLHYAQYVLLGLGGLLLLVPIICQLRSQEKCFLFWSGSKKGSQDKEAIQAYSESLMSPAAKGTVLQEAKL
# PKA-R2B act – activators of PKA-R2B holoenzyme, primary screen, biochemical, fluorescence polarization, Cy5-IP20, human | cAMP-dependent protein kinase catalytic subunit beta (Homo sapiens) + cAMP-dependent … | PKA-R2B holoenzyme dissociation; R2B truncated from residue 108, S112A mutant; 0% DMSO only, 100% 113 µM cGMP | activation, % at 11.4 µM | hit rate 0.079% among 340,000 | AID 504700, 2011;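 active = activation above a cutoff set at the mean over all compounds plus 3 SD, cut at about 18% in these data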;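 note: higher means more holoenzyme dissociation and a rise in polarization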
# Target sequence (P31323 whole entry, looked up, other chains not shown, the tested form may be a part): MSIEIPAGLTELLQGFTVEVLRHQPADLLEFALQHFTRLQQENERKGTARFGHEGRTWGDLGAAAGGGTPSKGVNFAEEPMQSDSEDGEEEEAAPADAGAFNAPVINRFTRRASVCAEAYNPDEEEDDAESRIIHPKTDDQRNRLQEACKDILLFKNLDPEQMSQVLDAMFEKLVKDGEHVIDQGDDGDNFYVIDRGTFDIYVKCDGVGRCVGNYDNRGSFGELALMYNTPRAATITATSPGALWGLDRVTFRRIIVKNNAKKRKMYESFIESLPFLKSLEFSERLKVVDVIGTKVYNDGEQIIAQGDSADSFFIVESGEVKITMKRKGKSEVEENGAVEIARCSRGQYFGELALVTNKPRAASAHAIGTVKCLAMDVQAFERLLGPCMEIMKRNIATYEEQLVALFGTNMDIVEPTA
# PKA-R1A activ – activators of PKA-R1A holoenzyme, primary screen, biochemical, fluorescence polarization, Cy5-IP20, bovine R1A, mouse PKAc; cAMP-dependent protein kinase type I-alpha regulatory subunit (Bos taurus) + …; activation, % at 11.4 µM; PKA-R1A dissociation; scaled: DMSO 0%, 113 µM cGMP 100%; hit rate 0.083% among 340,000;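 active = percent activation above the mean of all tested compounds plus 3 SD, cut at about 19% in these data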;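 note: higher means more PKAc released from R1A so a rise in polarization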
# MITF TRPM1 HTS – activators of MITF-driven TRPM1 promoter reporter, primary screen, cell-based, SK-MEL-5, luciferase, single point; activation, % at 12.5 µM; SK-MEL-5 TRPM1-promoter luciferase, 24 h; % of positive control, neutral wells = 0; hit rate 0.75% among 300,000; AID 588334, 2011;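 active = mean activation of at least 80% with every replicate also reaching 80%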;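 note: 0% = neutral control wells and 100% = parthenolide positive control wells; values of inactives mirror those of a sister screen read the other way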
# NSD2 HMT inh – NSD2 histone methyltransferase inhibitors, primary screen, biochemical, AlphaScreen, single concentration, set 2; NSD2 peptide methylation, 120 min; inhibition, % at 12.5 µM; hit rate 0.54% among 310,000; AID 743445, 2014; in the data active = inhibition above about 50%
# * = called active by the depositor; / = not tested or not shown.
No.	smiles	Arr AP2 block	PKA-R2B act	MITF TRPM1 HTS	SUMO Mot1 rescue	NSD2 HMT inh	dFosB activator	Pemphigus Ab inh	PKA-R1A activ	CDK5 inh	SR-BI HDL uptake	SR-BI uptake up
1	COc1ccc(N(CC(=O)NCCSc2ccccc2)S(=O)(=O)c2ccccc2)cc1	22	-12	-13	-11	0	-8	122	-14	0.8	-8	8
2	CC(C)CCNC(=O)Cc1ccc(Nc2nc(=S)[nH]c3ccccc23)cc1	16	0	1	/	/	3	98	-7	-2.0	36	-36
3	COc1ccccc1NC(=O)CCC(=O)OC(C)C(=O)c1ccccc1 (configuration not stated)	3	8	3	22	0	-1	117	2	-0.2	/	/
4	CC(=O)N1CCCN(Cc2cn(-c3ccc(C)cc3)nc2-c2ccc(F)cc2)CC1	-16	-11	0	-5	/	-14	123	-2	1.0	43	-43
5	COC(=O)c1ccccc1NC(=O)CSc1nccn1C	5	-8	-1	/	4	-4	/	-13	-1.1	1	-1
6	CCCC(C)NC(C)C(=O)NC1CCCC1 (configuration not stated)	-6	-6	-8	6	-3	-3	104	7	0.3	-40	40
7	CC1CCCCN1CCCNC(=O)CCCN1C(=O)c2cccnc2Sc2ccccc21 (configuration not stated)	27	-1	-7	-17	/	-1	99	-5	0.4	-12	12
8	Cc1cc(C)nc(/N=C(\N)Nc2ccc(C)c([N+](=O)[O-])c2)n1	-7	7	/	263	-6	2	104	3	-1.1	-29	29
9	Cc1nc2ccc([N+](=O)[O-])cc2nc1C	-7	-4	-10	/	-4	-2	115	-4	-0.3	-5	5
10	O=C(COC(=O)CNS(=O)(=O)/C=C/c1ccccc1)Nc1cccc2ccccc12	20	3	0	-1	0	27*	87	1	0.7	-10	10
11	Cc1cc(/C=C2/SC(=O)NC2=O)c(C)n1-c1ccc(N2CCOCC2)cc1	10	-4	6	-7	2	-9	99	-1	-7.5	9	-9
12	COc1ccccc1NC(=O)N(Cc1ccccc1)c1ccccn1	32	10	1	/	/	0	99	-5	-1.5	40	-40
13	O=C(O)c1ccccc1C(=O)NNC(=O)C(c1ccccc1)c1ccccc1	3	2	7	4	-3	2	104	-4	1.1	-9	9
14	O=C(N/N=C/c1cc(Cl)cc([N+](=O)[O-])c1O)C1CC1	-3	-6	-6	-17	-23	0	106	-7	1.1	/	/
15	CN1CCSc2ccc(C(=O)NCc3cccc(F)c3)cc21	4	-8	/	-17	/	-14	95	4	0.3	44	-44
16	O=C(CCNS(=O)(=O)c1ccccc1F)N1CCN(C(c2ccccc2)c2ccccc2)CC1	-12	-2	7	-3	-1	-8	99	2	-1.2	-12	12
17	O=S(=O)(c1ccc2nc(N3CCN(c4ccccc4F)CC3)ccc2c1)N1CCCCC1	-1	1	-6	1	0	-2	88	9	0.1	20	-20
18	O=C(O)/C=C/c1nc(-c2ccccc2)n2ccccc12	-3	-5	-8	-4	10	-10	117	-5	-2.5	-19	19
19	O=S(=O)(Nc1ccc2c(c1)OCO2)c1cccc(Br)c1	12	2	-2	122	-1	-6	110	-5	-0.8	-8	8
20	CCO[C@@H]1OC(C(=O)O)=C[C@H](C)[C@H]1CCCO	-10	-2	0	2	/	8	107	12	-0.6	-25	25
21	Cc1ccc(S(=O)(=O)CC(=O)Nc2sc(C)c(C)c2C(N)=O)cc1	-10	-8	0	2	1	-7	113	-1	-0.2	-12	12
22	CN=C1S/C(=C\c2cn(CC(=O)OC)c3ccccc23)C(=O)N1C	6	0	-12	7	7	-18	89	4	-0.3	18	-18
23	CCOC(=O)C1CCN(C(=O)COC(=O)COc2ccc(Cl)cc2)CC1	26	4	-15	3	1	-9	106	0	-1.7	-28	28
24	O=c1ccc(NS(=O)(=O)c2ccccc2Cl)cn1Cc1ccc(Cl)c(Cl)c1	11	-10	-9	16	6	-5	87	-16	-1.7	21	-21
25	CCCCN(C)Cc1c(C)[nH]c2c(ccc3ccccc32)c1=O	5	1	4	-10	0	-9	94	1	0.2	0	0

# Entries shown so far with an NH in an aromatic ring, in the order listed:
No.	smiles	Arr AP2 block	PKA-R2B act	MITF TRPM1 HTS	SUMO Mot1 rescue	NSD2 HMT inh	dFosB activator	Pemphigus Ab inh	PKA-R1A activ	CDK5 inh	SR-BI HDL uptake	SR-BI uptake up
2	CC(C)CCNC(=O)Cc1ccc(Nc2nc(=S)[nH]c3ccccc23)cc1	16	0	1	/	/	3	98	-7	-2.0	36	-36
25	CCCCN(C)Cc1c(C)[nH]c2c(ccc3ccccc32)c1=O	5	1	4	-10	0	-9	94	1	0.2	0	0

# The results go on:
No.	smiles	Arr AP2 block	PKA-R2B act	MITF TRPM1 HTS	SUMO Mot1 rescue	NSD2 HMT inh	dFosB activator	Pemphigus Ab inh	PKA-R1A activ	CDK5 inh	SR-BI HDL uptake	SR-BI uptake up
26	CC(C)Cn1nc(C(=O)OCC(=O)NCC(F)(F)F)c2ccccc2c1=O	14	7	11	9	-2	-5	105	-4	-1.2	11	-11
27	CC(C)c1ccc(NC2CCCN(C(=O)CCCn3cncn3)C2)cc1 (configuration not stated)	1	-3	3	-5	0	2	114	-7	1.5	2	-2
28	CCC(C)Sc1ccc(-c2nc3ccc(C)cn3c2NCc2ccccc2)cc1 (configuration not stated)	3	3	53	/	-1	-1	105	9	-0.2	13	-13
29	Cc1ccc(NC(=O)CSc2nccn2Cc2ccco2)cc1	9	2	54	-13	3	-7	95	-9	-0.1	3	-3
30	Cn1c(N)c(C(=O)CSc2nnc(C3CC3)n2Cc2ccccc2)c(=O)[nH]c1=O	-15	-2	-6	/	0	-4	/	-2	-1.8	-7	7
31	O=C(Cc1c(F)cccc1Cl)N/N=C/c1cccnc1	6	-8	9	10	0	-13	/	-8	1.7	9	-9
32	CCOc1c(Br)cc(/C=C2\C(=O)N(CCC#N)N=C2C)cc1OC	7	5	-7	6	6	-5	/	-5	1.4	0	0
33	O=C(CSc1nc2ccccc2n1CC(=O)N1CCCC1)N1CCN(C(=O)c2ccco2)CC1	0	0	6	-3	/	-5	101	-8	-14	-15	15
34	COc1ccc(-c2ccc(CCC(=O)O)n2NC(=O)c2cccs2)cc1	-7	-9	6	3	7	-3	/	-9	0.7	-8	8
35	COc1ccc(C(=O)Nc2cccc(C(C)=O)c2)cc1OC	-1	-2	44	2	17	-13	98	10	-0.1	37	-37
36	Cc1ccc2nc(NCCCO)[nH]c2c1	-4	-6	14	-6	-1	-4	106	11	1.4	-32	32
37	CCCCn1c(N)c(N(CCOC)C(=O)COc2ccc(Cl)cc2)c(=O)[nH]c1=O	43	-13	-6	17	2	4	98	-17	0.7	0	0
38	CCC(C)c1ccc(O)c(NC(=O)c2cccnc2)c1 (configuration not stated)	-4	-2	1	390*	6	-6	88	1	0.2	3	-3
39	CN1CCc2c(sc(N)c2C(N)=O)C1	13	4	-5	-7	4	2	107	5	-0.7	-10	10
40	Cc1cccc(CSCCNC(=O)Nc2ccccc2)c1	5	-8	5	-3	-3	0	104	1	-3.9	-10	10
41	COCCN(CCOC)S(=O)(=O)c1ccc(C(=O)Nc2nc(-c3ccccc3)c(C(=O)c3ccccc3)s2)cc1	1	0	7	-13	0	-2	105	5	2.4	-42	42
42	Cc1ccccc1NC(=O)CCC(=O)OCC(=O)c1cccc([N+](=O)[O-])c1	15	8	-3	-5	-2	-6	89	-3	1.1	-13	13
43	COC(=O)C(CC(C)C)NC(=O)C(Cc1ccccc1)NC(=O)C1CCCN1C(=O)OC(C)(C)C (configuration not stated)	5	-7	-2	-7	-3	-1	100	0	3.2	-1	1
44	Cc1oc(-c2cccc(Cl)c2)nc1CN(C)C1CCOC1 (configuration not stated)	30	4	1	-5	/	-2	103	5	-0.7	-8	8
45	Oc1ccc(Cl)cc1C1=Nc2ccccc2N=C(c2ccco2)C1	3	3	-6	5	0	-1	97	-2	3.0	6	-6

# Shown as labelled records: part of the list above.
(4) CC(=O)N1CCCN(Cc2cn(-c3ccc(C)cc3)nc2-c2ccc(F)cc2)CC1
  Arr AP2 block: -16
  PKA-R2B act: -11
  MITF TRPM1 HTS: 0
  SUMO Mot1 rescue: -5
  NSD2 HMT inh: /
  dFosB activator: -14
  Pemphigus Ab inh: 123
  PKA-R1A activ: -2
  CDK5 inh: 1.0
  SR-BI HDL uptake: 43
  SR-BI uptake up: -43
(5) COC(=O)c1ccccc1NC(=O)CSc1nccn1C
  Arr AP2 block: 5
  PKA-R2B act: -8
  MITF TRPM1 HTS: -1
  SUMO Mot1 rescue: /
  NSD2 HMT inh: 4
  dFosB activator: -4
  Pemphigus Ab inh: /
  PKA-R1A activ: -13
  CDK5 inh: -1.1
  SR-BI HDL uptake: 1
  SR-BI uptake up: -1
(6) CCCC(C)NC(C)C(=O)NC1CCCC1 (configuration not stated)
  Arr AP2 block: -6
  PKA-R2B act: -6
  MITF TRPM1 HTS: -8
  SUMO Mot1 rescue: 6
  NSD2 HMT inh: -3
  dFosB activator: -3
  Pemphigus Ab inh: 104
  PKA-R1A activ: 7
  CDK5 inh: 0.3
  SR-BI HDL uptake: -40
  SR-BI uptake up: 40
(7) CC1CCCCN1CCCNC(=O)CCCN1C(=O)c2cccnc2Sc2ccccc21 (configuration not stated)
  Arr AP2 block: 27
  PKA-R2B act: -1
  MITF TRPM1 HTS: -7
  SUMO Mot1 rescue: -17
  NSD2 HMT inh: /
  dFosB activator: -1
  Pemphigus Ab inh: 99
  PKA-R1A activ: -5
  CDK5 inh: 0.4
  SR-BI HDL uptake: -12
  SR-BI uptake up: 12

# An unsorted share of the library. About 4.7% of those tested had a hit in this group.
